Bioassay records deposited in PubChem BioAssay by National Center for Advancing Translational Sciences (NCATS).
TDP1 block = inhibitors of human tyrosyl-DNA phosphodiesterase TDP1; Q9NUW8; recombinant TDP1, AlphaScreen DNA substrate cleavage; Potency, µM (highest dose often 130 µM), for the others: top-dose activity change, negative = inhibition, hits mostly inhibitors; actives 0.28% (n = 350,000); AID 485290; also: nearly all actives have a fitted effect of over 40% in size
Target sequence (Q9NUW8 whole entry, looked up): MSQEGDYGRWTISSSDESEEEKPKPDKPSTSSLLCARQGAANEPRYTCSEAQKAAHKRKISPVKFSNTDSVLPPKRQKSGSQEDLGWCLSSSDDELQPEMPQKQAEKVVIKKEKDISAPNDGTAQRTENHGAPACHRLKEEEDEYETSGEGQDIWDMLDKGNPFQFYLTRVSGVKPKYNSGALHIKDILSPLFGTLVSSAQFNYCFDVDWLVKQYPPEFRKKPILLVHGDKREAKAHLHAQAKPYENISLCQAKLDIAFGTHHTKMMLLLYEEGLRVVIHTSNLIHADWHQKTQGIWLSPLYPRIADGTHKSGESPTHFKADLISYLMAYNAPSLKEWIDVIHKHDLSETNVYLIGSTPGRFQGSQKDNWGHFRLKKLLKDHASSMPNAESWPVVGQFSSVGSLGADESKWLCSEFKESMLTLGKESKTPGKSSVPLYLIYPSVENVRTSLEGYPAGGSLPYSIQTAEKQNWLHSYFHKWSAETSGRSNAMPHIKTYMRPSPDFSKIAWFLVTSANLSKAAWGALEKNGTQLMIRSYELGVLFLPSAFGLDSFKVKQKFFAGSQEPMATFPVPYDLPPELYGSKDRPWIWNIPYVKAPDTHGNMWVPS
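Signal: AlphaScreen proximity between streptavidin donor and anti-FITC acceptor beads on intact substrate. Reaction: Tdp1 1 nM, substrate 15 nM final, 5 min RT after 15 min compound preincubation.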
N370S GC = inhibits or activates N370S mutant glucocerebrosidase. P04062. N370S GC spleen homogenate, 4MU-glucoside fluorescence. Potency, µM (titrated, usually from 59.4 µM), for inactives: at the top dose activity change, negative = inhibition, actives largely listed as inhibitors. actives 0.092% (n = 330,000). AID 2101;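 also: 0% = full enzyme activity and -100% = no enzyme basal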
FEN1 inhibitor = blocks human flap endonuclease 1. Recombinant FEN1 flap cleavage, fluorescence, 15 min. Potency, µM (highest dose often 114 µM), without a hit: at the highest dose activity change, negative = inhibition, hits mostly inhibitors. actives 0.35% (n = 390,000). AID 588795; also: nearly all actives have a fitted effect of over 65% in size
Target sequence (P39748 whole entry, looked up): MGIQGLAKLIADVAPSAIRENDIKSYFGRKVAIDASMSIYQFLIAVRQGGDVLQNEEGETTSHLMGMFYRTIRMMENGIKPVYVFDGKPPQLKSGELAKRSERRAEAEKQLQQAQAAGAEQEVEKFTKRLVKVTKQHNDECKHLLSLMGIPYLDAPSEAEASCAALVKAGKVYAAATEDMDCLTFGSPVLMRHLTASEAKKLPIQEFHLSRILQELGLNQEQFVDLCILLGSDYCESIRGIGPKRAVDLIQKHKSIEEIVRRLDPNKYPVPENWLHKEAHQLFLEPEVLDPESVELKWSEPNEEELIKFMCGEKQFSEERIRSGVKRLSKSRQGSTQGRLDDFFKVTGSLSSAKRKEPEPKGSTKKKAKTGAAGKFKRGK
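Compounds are tested as a concentration series against 10 nM FEN1; after a 15 min room-temperature preincubation, 50 nM substrate starts cleavage, with plate reads at 0 and 15 min. Normalized responses are fitted by a Hill equation.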
The depositor's hits bear a star; ? = inconclusive; . = not tested or not shown; & = joins results of further samples; [ ] = dose if it differs, or a comment. Calls follow the shape of the dose curve; as a rule, active = well fitted curve in the direction sought with a large enough effect; inconclusive = small, poorly fitted or top-dose-only effect, or another doubt; inactive = no such curve, though single readings can be large; an effect the other way counts as inactive or inconclusive. Unless noted, % is scaled to controls: 0 for no effect and ±100 for the full control effect; potency is read from the fitted curve at half-maximal effect.

Every second line gives: TDP1 block, N370S GC, FEN1 inhibitor
- COc1cccc(C2=CC(c3ccccc3F)n3ncc(C(=O)Nc4ccc(F)cc4)c3N2)c1 (configuration not stated)
    5%, ., -12%
- CCCN(Cc1cc2ccc(C)cc2[nH]c1=O)C(=O)c1cccnc1
    2%, 9%, 7%
- C/C(=N\NC(=O)c1cc(-c2ccc(C)s2)[nH]n1)c1ccco1
    -5%, 7%, 6%
- COc1ccc2c(N)c(C(=O)NN)[nH]c2c1
    3%, 0%, -9%
- COc1ccc(O)c(/C=N/NC(=O)c2cccc(N3CCCC3=O)c2)c1
    13%, -3%, -1%
- CCN(CC)C(=O)Oc1nnc(SC(C)C)n1-c1ccc(Cl)cc1
    ., -6%, 1%
- N#Cc1ccccc1NC(=O)c1ccc2c(c1)OCO2
    ., -3%, -1%
- CC(=O)Nc1ccccc1S(=O)(=O)CC1CC1(Cl)Cl (configuration not stated)
    ., -2%, -11%
- CN(C)C(CNC(=O)CCc1nc2sc3c(c2c(=O)[nH]1)CCCC3)c1ccccc1 (configuration not stated)
    ., -7%, 0%
- COc1ccc(N2CCN(C(=O)CCCSc3nc4ccccc4[nH]3)CC2)cc1
    9%, -15%, -8%

Whole records, quoted from the list. Values in the order: TDP1 block	N370S GC	FEN1 inhibitor
`CN(C)C(CNC(=O)CCc1nc2sc3c(c2c(=O)[nH]1)CCCC3)c1ccccc1` (configuration not stated) across the screens: .	-7%	0%
`COc1ccc2c(N)c(C(=O)NN)[nH]c2c1` across the screens: 3%	0%	-9%

Further structures:
Every second line gives: TDP1 block, N370S GC, FEN1 inhibitor
- COc1ccc(S(=O)(=O)NCc2cccnc2)cc1C(=O)N1CCCCC1
    8%, -2%, 5%
- CC(C)NC(=O)Nc1ccc2c(c1)N(C)C(=O)c1ccccc1S2
    11%, ., 2%
- CC(NC(=O)c1ccco1)C(=O)O (configuration not stated)
    1%, ., -9%
- Cc1nn(Cc2ccccc2)c2c1C(c1ccccc1)C(C#N)=C(N)O2 (configuration not stated)
    1%, 12%, 1%
- COc1ccc(CCNC(=O)COC(=O)c2ccc(C)s2)cc1
    0%, ., -2%
- Nc1ncncc1-c1ccc2ccccc2c1
    5%, -3%, -6%
- O=C(NNC1=Nc2ccccc2SC1)c1ccc(F)cc1
    7%, 5%, -2%
- CCN1CCN(c2cc(C)c3cc(NC(=S)NCc4cccs4)ccc3n2)CC1
    3%, -11%, -10%
- O=C(CSc1ccc(-c2ccco2)nn1)c1ccc(F)cc1
    -12%, -4%, ?
- O=C(Cn1cnc2ccccc2c1=O)c1ccc2c(c1)OCCO2
    6%, -7%, 4%
- Cc1ccc(OCC(=O)NCC2(N(C)C)CCCCC2)cc1C
    -4%, ., -7%
- CC(Sc1nc2ccccc2[nH]1)C(=O)Nc1ccc2c(c1)OCCO2 (configuration not stated)
    6%, -1%, 0%
- O=C1CC(c2cccc(Cl)c2Cl)c2cc3c(cc2N1)OCCO3 (configuration not stated)
    -3%, ., 8%
- Cc1noc(C)c1COc1ccc(C(=O)NCCOc2ccccc2)cc1
    1%, ., 11%
- Cc1cccc(NC(=O)CSc2nnc(Cn3cnc4ccccc43)o2)c1
    3%, -6%, 1%
- COc1ccc2c(c1)CC/C(=C\c1ccc(OC)c(Cn3nc(C)cc3C)c1)C2=O
    ., ?, ?
- C=CCn1c(NC(=O)CC)c(C(=O)OCC)sc1=S
    4%, -4%, -6%
- COc1ccccc1/C=N\N=C(\N)c1ccccn1
    5%, -2%, 16%
- Cc1cccc([C@@H]2[C@@H]3C(=O)N(Cc4ccccc4)C(=O)[C@@H]3[C@]3(Cc4ccccc4)C(=O)N(c4ccccc4)C(=O)N23)c1
    -2%, -9%, 9%
- COc1ccc(S(=O)(=O)N2CCN(C(=O)CC(C)C)CC2)cc1
    ., -3%, 3%
- CC(C)CCN1CCN(Cc2cccn2-c2ccc(Cl)cn2)CC1CCO (configuration not stated)
    ., -14%, 2%
- COc1ccc(C)cc1CN1C(=O)c2ccccc2C1=O
    ., 4%, -20%
- CC(SCc1cn2cc(Cl)ccc2n1)C(=O)O (configuration not stated)
    -2%, 2%, 2%
- Nc1ccc(-c2nc3ccccc3s2)cn1
    2%[0.0935 µM], ?, -25%
- Cc1ccc2nc(C)c(C)nc2c1N
    0%, 5%, 6%
- COC(=O)c1[nH]c2ccccc2c1NC(=O)CN1CCN(Cc2ccc3c(c2)OCO3)CC1
    1%, 12%, -9%
- CC(C)(Oc1ccc(Cl)cc1)C(=O)N1CCN(C(=O)c2ccco2)CC1
    12%, -10%, 15%
- O=S(=O)(c1cccc(C(F)(F)F)c1)N1CCN(S(=O)(=O)c2ccc3c(c2)OCCO3)CC1
    0%&0%, ., -2%
- CN(C)S(=O)(=O)c1ccc(C(=O)NCC(=O)N/N=C/c2ccccc2Cl)cc1
    7%, -5%, -2%
- O=C1NC2(CCCCCC2)C(=O)N1Cc1ccccc1F
    ., -1%, -7%
- CCC(Oc1ccccc1)C(=O)Nc1ccsc1C(=O)OC (configuration not stated)
    0%, 3%, -4%
- Cc1c(Cc2ccccc2)sc(/N=C/c2ccc3ccccc3c2)c1C(N)=O
    0%, -7%, 5%
- O=C1NC[C@H](c2ccccc2)OC(=O)[C@@H](Cc2ccc(F)cc2)CC/C=C/C[C@@H]1CC(=O)N(CCO)Cc1ccccc1
    1%, ., -15%
- Cc1ccccc1-n1c2nc(=O)n(C)c(=O)c-2cc2ccccc21
    0%, 20%, 1%
- CN(C)CCCN(C(=O)CCOc1ccccc1)c1nc2ccc(F)cc2s1
    -1%, -6%, ?
- O=C(CN(C(=O)c1csnn1)c1ccc(Br)cc1)NC1CCCC1
    3%, -2%, 7%
- O=C(O)CCC(=O)N1N=C(c2ccco2)CC1c1ccco1 (configuration not stated)
    ., 0%, -2%
- CN(C)/C=C1\N=C(c2cccnc2Oc2ccc(Cl)cc2)OC1=O
    4%, 2%, 7%
- O=S1(=O)C=C(Sc2nc3cc(Cl)ccc3o2)c2ccccc21
    -1%, 0%, 7%
- COc1ccc(C(=O)OCC(=O)Nc2c(C)n(C)n(-c3ccccc3)c2=O)cc1
    -1%, ., -13%
- Cc1cc(C)nc(OC(C(=O)O)C(OCCc2ccccc2)(c2ccccc2)c2ccccc2)n1 (configuration not stated)
    4%, -8%, -3%
- COC(=O)c1c(NC(=O)CCCC(=O)O)sc2c1CCC2
    -11%, -1%, 10%
- COc1ccc(-c2cn3ccc4ccccc4c3n2)cc1
    -3%, 15%, 4%
- CCOc1ccc(S(=O)(=O)N(CC(=O)NC2CCCCC2C)Cc2ccco2)cc1 (configuration not stated)
    2%, 2%, 3%
- COC(=O)c1ccc(NC(=O)n2ncc3c(C)cccc32)cc1
    11%, ., -1%
- COc1ccc(CNS(=O)(=O)NCc2ccc(OC)c(OC)c2)cc1OC
    5%, 6%, 11%
- Cc1ccc2nc(-c3ccc4c(c3)OCCO4)cn2c1
    7%, -4%, 5%
- CCOc1ccc(-n2cc(C(=O)Nc3cccc(Cl)c3)c3cc(OC)c(OC)cc3c2=O)cc1
    -1%, 11%, -4%
- CC1CN(C(=O)CSc2nc(-c3ccccc3)cs2)CC(C)O1 (configuration not stated)
    -1%, 3%, 19%
- CC(=O)Nc1ccccc1C(=O)C(=O)Nc1cccc(C(=O)N2CC(C)CC(C)C2)c1 (configuration not stated)
    5%, -1%, 0%

Other structures.
Every second line gives: TDP1 block, N370S GC, FEN1 inhibitor
- CC(=O)Nc1nc2ccc(C(=O)NCCOC(=O)C3CCCCC3)cc2s1
    -1%, -7%, 12%
- Clc1ccc(/C=C/c2nc(Cl)c(-c3ccc(Cl)cc3)c(Cl)n2)cc1
    4%, 7%, 24%
- Cc1ccc(C(=O)CN(C(=O)c2ccc(Cl)cc2)N2C(=O)CCC2=O)cc1
    0%, 1%, -1%
- COC(=O)c1ccccc1NC(=O)N1CCC(N2CCN(Cc3ccc(F)cc3)C(=O)C2=O)CC1
    6%, ., 0%
- Cc1ccc(-n2c(=O)c3cccnc3n2CC(=O)Nc2cc(Cl)ccc2C)cc1
    3%, ., 0%
- C/C(=N\NC(=O)c1ccc(Cn2cc(Br)cn2)o1)c1cccc(NC(=O)C(C)(C)C)c1
    4%, -6%, 0%
- Cn1cccc1CC(=O)NNC(=S)NC(=O)c1ccccc1Br
    7%, 0%, -1%
- CC(C)CN(C(=O)COC(=O)CCCc1c[nH]c2ccccc12)c1c(N)n(Cc2ccccc2)c(=O)[nH]c1=O
    0%, -1%, 2%
- Cc1ccnc(NC(=O)c2cccc(NC(=O)Cc3ccccc3)c2)c1
    6%, -24%, 4%
- COc1ccc(Cl)cc1S(=O)(=O)N1CCN(CC(=O)C(C)(C)C)CC1
    4%, 5%, 13%
- Cn1c(Cn2c(=O)sc3ccccc32)nnc1SCc1ccc(F)cc1
    -3%, 7%, -7%
- COc1cc(C(=O)Nc2ccc(-c3nc4cc(C)ccc4o3)c(O)c2)cc(OC)c1OC
    6%, 10%, -24%
- CCC1Oc2ccccc2N(CC(=O)NCCN2C(C)CCCC2C)C1=O (configuration not stated)
    3%, 0%, 38%[activator]
- COc1ccc(-c2nn(-c3ccccc3)cc2C(=O)N2CCOCC2)cc1
    2%, 2%, 4%
- Cc1ccc(CNS(=O)(=O)c2ccc3c(c2)n(C)c(=O)c(=O)n3C)cc1
    2%, -3%, 16%
- O=C(C1CCN(S(=O)(=O)c2c(Cl)cccc2Cl)CC1)N1CCCCCCC1
    ., -2%, 1%
- COc1ccc(C(=O)CSc2nnc(CNC(=O)c3ccc(OC)c(OC)c3)n2C)cc1
    9%, 10%, -2%
- Nc1c(C(=O)Nc2ccc(F)cc2)nnn1-c1cccc(C(F)(F)F)c1
    3%, 4%, 1%
- CCC(CN(C)C)Oc1cc(NCc2ccccc2)c2ncn(C(C)C)c2c1 (configuration not stated)
    4%, ., ?
- O=C(NCC(=O)N1CCN(C(c2ccccc2)c2ccccc2)CC1)c1ccc(Br)o1
    3%[56.1 µM], -10%, 2%
- CC(C)(C)OC(=O)N/N=C\c1ccc[nH]1
    8%, 7%, -6%
- O=C(NCCc1ccccc1F)C1CC(=O)N(c2ccccc2)C1 (configuration not stated)
    3%, -1%, 14%
- CCSc1ncc(Cl)c(C(=O)Nc2sc3c(c2C(=O)NCCCOC)CCCC3)n1
    9%, ., -3%&15%
- CC(C)(Oc1ccc(F)cc1)C(=O)OCC(=O)c1ccc(S(C)(=O)=O)cc1
    1%, ., -6%
- CCOC(=O)/C(C#N)=C/c1cn(CCC(=O)O)nc1-c1ccccc1
    -2%, -4%, -11%
- CCN(CC)S(=O)(=O)c1ccc(OC)c(N)c1
    5%, 1%, -2%
- COc1ccc(N2C(=O)C3CCCN3C2c2cccc(OC)c2OC)cc1 (configuration not stated)
    5%, 3%, -4%
- O=C(Nc1c(F)cc(F)cc1Br)c1cccnc1
    2%, -1%, 9%
- Cc1ccc(/C=N/NC(=O)c2ccc(NC(=O)c3ccccc3Cl)cc2)o1
    10%, -1%, 12%
- COc1cc(S(=O)(=O)N2CCC(O)(c3cccc(C(F)(F)F)c3)CC2)ccc1-n1cnnn1
    5%, 4%, 4%
- COc1cc2c(cc1OC)n(CC(=O)Nc1ccc(C)cc1C)c(=O)n1nc(-c3ccccc3)nc21
    1%, ., 3%
- Clc1ccc(OCc2nn3c(C4CCCCC4)nnc3s2)cc1
    5%, 8%, -20%
- CCC(C)NC(=O)c1ccccc1C(=O)NC(C)CC (configuration not stated)
    1%, 0%, -12%
- Cc1cc2c(C)cc(=O)[nH]c2cc1NC(=O)CCl
    1%, 6%, 13%
- CCc1ccc(NC(=O)Cn2nc3c4ccccc4n(Cc4ccccc4)cc-3c2=O)cc1
    3%, ., -5%
- Nc1ccc(S(N)(=O)=O)cc1
    -9%[56.1 µM], 3%, 12%
- CC(=O)Nc1ccc(C(=O)CSc2nnc(-c3ccccc3)n2-c2ccccc2)cc1
    2%, ., 15%
- O=c1[nH]c(C2CCN(S(=O)(=O)c3ccc(C(F)(F)F)cc3)CC2)nc2c1nnn2Cc1cccc(F)c1
    4%, ?, 1%
- CCNc1sc(C(=O)c2cccs2)c(N)c1-c1nc2ccccc2s1
    11%, ., -13%
- COc1ccc(Cc2nnc(SCC(=O)Nc3ncc(C)s3)o2)cc1
    -3%, -3%, 2%
- O=C(COC(=O)[C@@H]1CCCN1C(=O)c1cccs1)Nc1ccc(Br)cc1
    0%, ., ?
- COc1ccc(Oc2coc3cc(OC(=O)c4cncc(Br)c4)ccc3c2=O)cc1
    2%, 0%, 1%
- COc1ccc(C(=O)Nc2nc(N)n(-c3ccccc3)n2)cc1
    3%, 7%, 8%
- O=C(Nc1ccc(F)cc1)c1cccc(C(=O)Nc2ccc(F)cc2)c1
    ., -2%, -2%
- C=C1CCC[C@]2(C)C[C@H]3OC(=O)C(CNCCN(CC)CC)[C@H]3CC12 (some centres not stated)
    ., -7%, -2%
- CCOC(=O)C(=NCC1CCCO1)NNc1ccccc1Cl (configuration not stated)
    8%, 6%, -8%

Some values from above:
COc1ccc(CCNC(=O)COC(=O)c2ccc(C)s2)cc1 – TDP1 block = 0%
C=C1CCC[C@]2(C)C[C@H]3OC(=O)C(CNCCN(CC)CC)[C@H]3CC12 (some centres not stated) – FEN1 inhibitor = -2%
CC(=O)Nc1nc2ccc(C(=O)NCCOC(=O)C3CCCCC3)cc2s1 – TDP1 block = -1%
